miR-122 sensor: miR-122 Renilla sensor signal increase in Huh7, primary screen, miR-122 inhibitor project, cell-based, single point, plate reader. activation (reporter increase), % at 12.5 µM. 340,000 compounds, 0.3% hits. Huh7 miR-122 Renilla luciferase sensor, 48 h; neutral wells = 0, positive control = 100;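 active = mean replicate activation score at least 90 and every replicate individually at or above 90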;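 also: higher luciferase means less miR-122 activity so hits act as miR-122 inhibitors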
PGC1a acetyl inh: inhibitors of PGC1a acetylation signal, primary screen, cell-based, U2OS, AlphaScreen, inhibitor mode | AlphaScreen anti-acetyl-lysine; with virally co-expressed GCN5 acetyltransferase | inhibition, % at 15.6 µM | 350,000 compounds, 0.17% hits | AID 651687, 2012;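 active = every replicate shows inhibition of at least 40%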;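 also: 0% = neutral control wells and 100% = positive control wells; some results beyond the cut were filed as inactive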
PglD inh: C. jejuni PglD acetyltransferase inhibitors, primary screen, biochemical, DTNB colorimetric, single point. UDP-N-acetylbacillosamine N-acetyltransferase PglD (Campylobacter jejuni). purified PglD enzyme, DTNB colorimetric CoA detection. inhibition, % at 12.5 µM. 360,000 compounds, 0.098% hits. AID 602405, 2012; in the data active = inhibition above about 16%, passing the limit was not always enough; also: strong numbers were not always called active
GSIS activator: GLuc luminescence reporter in INS-1E cells, primary screen for activators of glucose-dependent secretion of insulin; 370,000 compounds, 0.61% hits; activation, % at 16.6 µM; INS-1E GLuc reporter insulin secretion, 2-3 h;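 active = lowest replicate activation of at least 40%, so every replicate reaches that level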;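 also: 0% = median of neutral control wells and 100% = median of IBMX positive control wells; some compounds called inactive have numbers as strong as hits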
FN deposit inh: inhibitors of fibronectin matrix deposition, primary screen, AH1F cells, Alexa488-fibronectin fluorescence, plate reader. AH1F fibroblasts, overnight. inhibition, % at 12.6 µM. 350,000 compounds, 0.086% hits;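 active = mean inhibition across replicates of 30% or more, regardless of how many single replicates reach that level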;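 also: positive control wells lacked labelled fibronectin entirely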
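test system = AH1F fibroblasts assembling fluorescent fibronectin matrix | quantity = 10000 AH1F cells per well | buffer or medium = DMEM plus 2% serum, read in PBS | doses = single dose, pinned | incubation = 1 h cell attachment, overnight exposure to compound and label | detection = fluorescence at 485 nm excitation, 525 nm emission | read-out basis = inhibition from reduced deposited-fibronectin fluorescence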
Statin myotox sup: suppressors of statin myotoxicity in C2C12 myotubes, primary screen, cell-based, single point, plate reader | C2C12 myotubes + simvastatin, ATP luminescence, 48 h; scaled: DMSO 0, geranylgeraniol control 100 | rescue of ATP level, % at 7.49 µM | 330,000 compounds, 0.78% hits | AID 602340, 2012;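 active = mean ATP rescue above about 67%, or every replicate alone reaching that limit, limit read from the data, passing the limit was not always enough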;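 also: myotubes were challenged with 10 µM simvastatin during compound exposure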
CFTR F508del cor: F508del CFTR correction, initial screen, CFBE line, single point. 350,000 compounds, 0.36% hits. CFBE cells, YFP halide quenching; stimulated with forskolin plus potentiator P3; % fluorescence drop versus neutral controls. AID 720511, 2013. activity (quench increase), % at 7.58 µM;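 active = mean added fluorescence quench of at least 8% versus neutral control, with both replicates also reaching 8%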;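 also: cells transiently co-express mutant CFTR-F508del with the halide-sensitive YFP; corrector assay measuring rescue of mutant channel to the surface after 24 h compound exposure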
Cneo AK release: Cryptococcus neoformans cell lysis inducers, primary screen, AK release luminescence, single concentration. C. neoformans lysis, adenylate kinase release luminescence, 4 h; normalised: neutral wells 0, clomiphene wells 100. lysis activity, % at 15 µM. 360,000 compounds, 0.2% hits;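 active = mean lysis activity across replicates of at least 80%, whatever share of replicates individually reach that level; inactive = mean lysis activity below 80%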
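read-out = cell lysis signal | test system = log-phase Cryptococcus neoformans yeast cells | input = cells at 5 × 10^6 per mL | medium = fresh YPD growth medium | signal = luminescent adenylate kinase detection reagent | timing = 4 h at 37 °C static, read 1 h later | dosing = single dose | controls = Clomiphene as positive lysis control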
Starred values were filed as active, the others as inactive; . = not tested or not shown; & = joins results of further samples; [ ] = remark or other dose. No enrichment for hits (roughly 2.1% active in at least one column).

SMILES | miR-122 sensor | PGC1a acetyl inh | PglD inh | GSIS activator | FN deposit inh | Statin myotox sup | CFTR F508del cor | Cneo AK release
O=C(NCc1ccco1)c1ccccc1NS(=O)(=O)c1ccc(Br)s1 | 45 | . | -1 | . | -2 | -56 | . | 0
O=C(C[C@H]1C[C@@H]2c3cc(NC(=O)Nc4ccccc4F)ccc3O[C@@H]2[C@H](CO)O1)NCc1cc(F)ccc1F | 5[16.7 µM] | -4 | -1 | 5 | -10 | -3 | -2.8 | -5
Cc1ccn2cc(-c3ccc(O)c(O)c3)nc2c1 | . | . | -3 | -38 | 12 | -26 | 0.2 | -1
C[C@@H]1CN([C@H](C)CO)C(=O)c2cc(NC(=O)NC3CCCCC3)ccc2O[C@@H](C)CCCCO[C@H]1CN(C)Cc1ccc(C(=O)O)cc1 | 1[16.7 µM] | 4 | 4 | -5 | . | . | -0.6 | 0
CCOc1cc(/C=C2\N=C(SC(C)C(N)=O)N(c3ccc(OC(F)F)cc3)C2=O)ccc1O (stereo not given) | . | -10 | -12 | 0 | . | 4 | -0.5 | -6
CCOc1ccccc1Nc1nnc(SCC(=O)Nc2nc(-c3ccc(OC)cc3)cs2)s1 | 2 | 5 | -2 | 3 | -16 | 15 | -1.1 | 1
COCCN1C(=O)c2ccccc2C(C(=O)NCC2CCCO2)C1c1c[nH]c2ccccc12 (stereo not given) | -4 | -4 | -3 | . | . | . | . | 0
NNC(=O)c1cc(C2CC2)nc2ccc(Br)cc12 | 1 | 2 | -2 | 18 | 9 | 2 | 1.3 | 1
C=CCOn1c(=O)c(-c2ccc(OC)cc2)[n+]([O-])c2ccccc21 | 4 | -13 | 6 | . | . | . | . | 4
O=C(NCCNC(=O)c1cc(Cl)ccc1Cl)c1cnccn1 | . | . | 1 | . | 6 | -4 | 3.0 | -2
COc1ccccc1N1CC(C(=O)Nc2nnc(SCC(=O)NCC3CCCO3)s2)CC1=O (stereo not given) | 1 | 3 | 8 | 13 | . | -3 | 1.7 | -1
Cc1noc(C)c1S(=O)(=O)N(C)C[C@@H]1Oc2ccc(NC(=O)Nc3ccc(F)cc3)cc2CC(=O)N([C@H](C)CO)C[C@H]1C | 8[16.7 µM] | 4 | 0 | -7 | . | -5 | 2.2 | -1
Fc1cccc(CCN2CCNC[C@@H]2Cc2ccccc2)c1 | . | . | -4 | . | 25 | -1 | 3.0 | -1
Cc1ccc(C(=O)NCCCn2ccnc2)o1 | 4 | 6 | -4 | . | 9 | -10 | . | -1
CCOc1cccc(-c2c(C(=O)N/N=C/c3cccnc3)nnn2-c2nonc2N)c1 | 5 | 4 | 4 | 1 | 4 | 5 | -1.4 | 2
C[C@@H]1CN([C@@H](C)CO)C(=O)c2cc(C#CC3CC3)cnc2O[C@H]1CN(C)Cc1ccncc1 | 14[16.7 µM] | 0 | 2 | 13 | -41 | 2 | 2.3 | -1
CNC(=O)NC(=O)CSc1nc2ccccc2n1CCOC | -4 | 6 | 0 | . | 3 | -10 | . | -2
C[C@@H]1CCCCO[C@H](CN(C)Cc2ccc(C(=O)O)cc2)[C@H](C)CN([C@H](C)CO)C(=O)c2cc(NC(=O)Nc3ccccc3)ccc2O1 | 7[16.7 µM] | 0 | 2 | -4 | 5 | . | -0.8 | 1
C/C(=C\c1ccccc1)C(=O)Nc1cc(C)on1 | 8 | 6 | 1 | . | 4 | -7 | . | 15
COc1ccc(C)cc1NC(=O)n1ncc2c(C)cccc21 | 2 | 3 | 2 | 6 | -4 | -5 | -1.7 | 2
Cc1cc(C)c(S(=O)(=O)Nc2ccc3c4c(cccc24)CC3)c(C)c1 | 111* | -23 | 11 | -32 | . | -57 | . | 0
COc1ccc(CCCc2nnc(SCC(=O)Nc3cc(C)ccc3C)o2)cc1 | 0 | -11 | -2 | . | . | 20 | . | -1
CNC[C@H]1Oc2ccc(NC(=O)CCCN(C)C)cc2C(=O)N([C@H](C)CO)C[C@@H]1C | -5[16.7 µM] | 6 | 0 | 5 | 5 | -38 | 1.1 | -16
CNC[C@H]1Oc2cc(C#CCN(C)C)ccc2S(=O)(=O)N([C@@H](C)CO)C[C@@H]1C | -2[16.7 µM] | 8 | 3 | 13 | 2 | -7 | 1.9 | 0
N#CC(=C=[N-])c1nc2ccccc2nc1-[n+]1cccc(NC(=O)c2ccccc2)c1 | -8 | 2 | . | 10 | -20 | -1 | 3.7 | .
Cn1cccc1C(=O)OCC(=O)NC(=O)NC1CCCCC1 | . | 7 | . | -8 | -7 | . | -0.5 | .
COc1cc(C)c(S(=O)(=O)Nc2ccc(CC(=O)O)cc2)cc1C | 1 | -12 | 5 | . | 2 | -6 | . | -1
Cc1ccc(N2C(=O)c3ccccc3C2=O)nc1 | -1 | 3 | -8 | 6 | 8 | 8 | 0.6 | -2
C[C@H](CO)N1C[C@H](C)[C@@H](CN(C)Cc2ccc(C(=O)O)cc2)Oc2ncc(Br)cc2C1=O | 2 | -5&7 | -7&1 | -3&8 | -6&-9 | 4&0 | 0.9&-1.2 | 1&-2
C[C@@H]1CCCCO[C@@H](CN(C)CC2CCCCC2)[C@@H](C)CN([C@H](C)CO)C(=O)c2cc(NC(=O)CCCN(C)C)ccc2O1 | 3[16.7 µM] | 1 | 1 | 9 | . | -88 | 0.3 | 0
COc1ccc(C(=O)C2CCN(C(=S)NCC3CCCO3)CC2)cc1 (stereo not given) | . | -1 | . | -13 | 7 | . | -3.8 | .
COc1cccc(/C=C/C(=O)OCC(=O)NCCCc2ccccc2)c1OC | -4 | 12 | -2 | 5 | -1 | 5 | 0.6 | -1
CC1CCCN(c2ccc(C(=O)NCc3cccs3)cn2)C1 (stereo not given) | -3 | 0 | -7 | . | . | -15 | . | -1
Cc1noc(C)c1COC(=O)c1ccc2c(c1)S(=O)(=O)c1ccccc1C2=O | 11 | 3 | -1 | . | 3 | -1 | . | 2
COc1cccc(-c2ccc3c(c2)O[C@H](CN(C)C(=O)C2CCOCC2)[C@H](C)CN([C@H](C)CO)S3(=O)=O)c1 | -41[16.7 µM] | 1 | -3 | -9 | . | 2 | -1.2 | -2
C[C@@H]1CN([C@H](C)CO)C(=O)Cc2cc(NC(=O)CCCN(C)C)ccc2O[C@H]1CN(C)C | -6[16.7 µM] | 2 | 37 | 7 | -7 | -6 | -1.0 | 4
COc1cccc(N2C(=NC(=O)C3CCCO3)SC3CS(=O)(=O)CC32)c1 (stereo not given) | -2 | -14 | -3 | 7 | 0 | -3 | -4.6 | 16
C[C@@H]1CN([C@H](C)CO)C(=O)Cc2cc(NC(=O)Cn3cnnn3)ccc2O[C@@H]1CN(C)C(=O)Nc1ccccc1 | 7[16.7 µM] | 6 | -1 | 17 | . | 11 | -3.6 | -1
O=S(=O)(c1ccccc1F)N1CCCCN2[C@H](C1)[C@@H](c1ccc(-c3ccccc3)cc1)[C@@H]2CO | 18[16.7 µM] | 3 | 0 | . | . | . | -2.5 | -3
C/C(=N\S(=O)(=O)c1ccc(C)cc1)NC(=S)Nc1ccccc1 | -7 | . | . | 12 | 10 | . | -0.3 | .
O=C(CSc1nnnn1-c1ccccc1)Nc1ccc(N2CCOCC2)cc1 | -3 | -3 | -2 | 9 | 7 | 10 | -0.8 | 2
CCOC(=O)C1CCN(C(=O)c2ccc(Br)o2)CC1 | 9 | 6 | 12 | . | -1 | -6 | . | -1
CCOC(=O)c1ccccc1NC1OC(=O)c2ccccc21 (stereo not given) | -5 | 32 | 3 | . | 5 | -1 | . | 1
O=C(CCC(=O)Nc1ccc(F)cc1)N/N=C/c1ccc(O)cc1 | . | . | 0 | -2 | 8 | -13 | 1.7 | 0
C[C@H]1CN([C@@H](C)CO)C(=O)c2cc(C#Cc3ccccc3F)cnc2O[C@@H]1CN(C)C(=O)Cc1ccccc1 | -1[16.7 µM] | 11 | -2 | -16 | -15 | 16 | 3.1 | 3
CCCCN(C)CCCNC(=O)C1CC(=O)N(Cc2ccc(OC)cc2)C1 (stereo not given) | 0 | 5 | -2 | . | . | . | . | -1
CC(C)NC(=O)N(C)C[C@H]1Oc2c(NC(=O)C3CCCCC3)cccc2C(=O)N([C@H](C)CO)C[C@H]1C | -3[16.7 µM] | . | -2 | 7 | . | -15 | -1.7 | 114*
O=c1[nH]cnc2sc(-c3ccccc3)cc12 | . | 14 | -2 | 23 | -3 | 26 | . | -4

One compound at a time, as listed above. Order of screens: miR-122 sensor	PGC1a acetyl inh	PglD inh	GSIS activator	FN deposit inh	Statin myotox sup	CFTR F508del cor	Cneo AK release
C[C@@H]1CN([C@H](C)CO)C(=O)Cc2cc(NC(=O)Cn3cnnn3)ccc2O[C@@H]1CN(C)C(=O)Nc1ccccc1 is entered as 7[16.7 µM]	6	-1	17	.	11	-3.6	-1
C/C(=N\S(=O)(=O)c1ccc(C)cc1)NC(=S)Nc1ccccc1 is entered as -7	.	.	12	10	.	-0.3	.
O=S(=O)(c1ccccc1F)N1CCCCN2[C@H](C1)[C@@H](c1ccc(-c3ccccc3)cc1)[C@@H]2CO is entered as 18[16.7 µM]	3	0	.	.	.	-2.5	-3

More results:
SMILES | miR-122 sensor | PGC1a acetyl inh | PglD inh | GSIS activator | FN deposit inh | Statin myotox sup | CFTR F508del cor | Cneo AK release
CC1CCC(NC(=O)C2CCN(C(=O)Nc3ccccc3)CC2)CC1 (stereo not given) | . | . | 5 | . | 4 | -1 | -1.0 | -1
COc1ccc(S(=O)(=O)N2C[C@@H](O)COC[C@@H]3O[C@H](CC(=O)NCCN4CCCCC4)CC[C@H]32)cc1 | 6[16.7 µM] | -7 | 1 | 18 | 1 | 4 | 3.5 | -1
COc1ccc(NC(=O)N[C@H]2CC[C@H](CCn3cc(-c4ccccc4F)nn3)O[C@H]2CO)cc1 | . | 9 | 1 | -9 | . | -3 | -1.9 | 6
O=c1cc2c(nn1Cc1cccc(Cl)c1)-c1ccccc1CC2 | 2 | -5 | 2 | . | 1 | . | . | 7
Cc1cc(=O)oc2cc(OCCSc3nnc(-c4ccccc4)o3)ccc12 | . | . | -3 | 13 | -3 | . | . | -1
CCOc1ccc(-c2nnc(NC(=O)CCCOc3cccc(C)c3)o2)cc1 | -7 | 7 | 4 | -18 | -9 | 11 | . | -1
Cn1c(SCC2CCCCC2)nnc1-c1ccncc1 | -5 | . | 0 | . | -4 | . | . | -1
CS(=O)(=O)c1ccc(-c2nnc(NC(=O)c3ccc(S(=O)(=O)N4CCCC4)cc3)o2)cc1 | . | . | 6 | 3 | -2 | -1 | -1.7 | 2
O=C(O)CSc1nc2ccccc2n1C1CCCCC1 | . | -40 | . | 9 | 9 | . | 0.5 | .
C[C@@H]1CN([C@H](C)CO)C(=O)c2cccc(NS(=O)(=O)c3cn(C)cn3)c2O[C@@H]1CN(C)S(=O)(=O)c1cn(C)cn1 | -6[16.7 µM] | 11 | 2 | 1 | . | 19 | -2.0 | -6
CCOC(=O)CCC(NC(=O)c1ccc(NCN2C(=O)c3ccccc3C2=O)cc1)C(=O)OCC (stereo not given) | 1 | 8 | -4 | . | . | -4 | . | 2

High-throughput results from PubChem BioAssay.
